EPAC1 antag – blocks human EPAC1 exchange factor; 360,000 tested, 0.14% active; AID 720709; EPAC1 GEF assay, Rap1b-BODIPY-GDP exchange fluorescence; Potency, µM (doses to about 115 µM), for the others: top-dose activity change, negative = inhibition, most hits filed as inhibitors;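 further: potency means the concentration at half of the fitted maximal effect; plate controls were vehicle for no effect and positive control for full effect; nearly all actives have a fitted effect of over 50% in size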
Abeta yeast res – compounds reversing amyloid beta toxicity in yeast; 410,000 tested, 0.063% active; Potency, µM (doses to about 46.1 µM), without a hit: at the top dose growth rescue, usual class: activators; yeast expressing A-beta42, growth rescue, OD600, 48 h; response scale: 0% DMSO, 100% iron-clioquinol control; AID 1347071; further: potency means the concentration at half of the fitted maximal effect; nearly all actives have a fitted effect of over 55% in size
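Growth rescue measured by 600 nm absorbance after 48 h yeast culture at 30 C with compound. Values normalized between DMSO and an equimolar ferric chloride plus clioquinol control.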
IL2 activator – IL-2 activation | IL-2 activation reporter assay, cell-based qHTS; stimulated with anti-CD3/CD4/CD28 beads; in transgenic mouse T cells | activation, % (series mostly up to about 46 µM) | 360,000 tested, 0.065% active | AID 652025; in the data active means activation above about 50%; inconclusive means mostly about 30% to 49%; further: 0% is about no effect
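First, unstimulated transgenic mouse T cells were exposed to compound for 60 min. Next, anti-CD3/anti-CD4-coated beads with anti-CD28 were added. Finally, after 18 h at 37 degrees C, EGFP and DsRed were imaged.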
aSyn yeast inh – rescues yeast growth from alpha-synuclein toxicity; Yeast expressing alpha-synuclein, growth rescue, BacTiter-Glo, 24 h; Potency, µM (top dose mostly 46.1 µM), without a hit: at the top dose growth rescue (activation), hits mostly activators; 370,000 tested, 0.14% active; AID 652106; further: potency means the concentration at half of the fitted maximal effect; % of control where 0% means no effect; nearly all actives have a fitted effect of over 65% in size
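Screening used galactose-induced yeast with toxic alpha-synuclein levels, exposed to compound for 24 hr at 30 deg C. Cell growth, read with BacTiter-Glo luminescence, gave the measured signal.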
WRN helicase inh – inhibitors of human WRN helicase; Q14191; WRN helicase unwinding, fluorescent forked duplex, kinetic; Potency, µM (series often up to 114 µM), for the others: at the top dose activity change, negative = inhibition, most hits filed as inhibitors; 360,000 tested, 0.46% active; AID 651768; further: potency means the concentration at half of the fitted maximal effect; on the % scale 0 is the no-effect control and ±100 the full control effect; nearly all actives have a fitted effect of over 55% in size
Target sequence (Q14191 whole entry, looked up): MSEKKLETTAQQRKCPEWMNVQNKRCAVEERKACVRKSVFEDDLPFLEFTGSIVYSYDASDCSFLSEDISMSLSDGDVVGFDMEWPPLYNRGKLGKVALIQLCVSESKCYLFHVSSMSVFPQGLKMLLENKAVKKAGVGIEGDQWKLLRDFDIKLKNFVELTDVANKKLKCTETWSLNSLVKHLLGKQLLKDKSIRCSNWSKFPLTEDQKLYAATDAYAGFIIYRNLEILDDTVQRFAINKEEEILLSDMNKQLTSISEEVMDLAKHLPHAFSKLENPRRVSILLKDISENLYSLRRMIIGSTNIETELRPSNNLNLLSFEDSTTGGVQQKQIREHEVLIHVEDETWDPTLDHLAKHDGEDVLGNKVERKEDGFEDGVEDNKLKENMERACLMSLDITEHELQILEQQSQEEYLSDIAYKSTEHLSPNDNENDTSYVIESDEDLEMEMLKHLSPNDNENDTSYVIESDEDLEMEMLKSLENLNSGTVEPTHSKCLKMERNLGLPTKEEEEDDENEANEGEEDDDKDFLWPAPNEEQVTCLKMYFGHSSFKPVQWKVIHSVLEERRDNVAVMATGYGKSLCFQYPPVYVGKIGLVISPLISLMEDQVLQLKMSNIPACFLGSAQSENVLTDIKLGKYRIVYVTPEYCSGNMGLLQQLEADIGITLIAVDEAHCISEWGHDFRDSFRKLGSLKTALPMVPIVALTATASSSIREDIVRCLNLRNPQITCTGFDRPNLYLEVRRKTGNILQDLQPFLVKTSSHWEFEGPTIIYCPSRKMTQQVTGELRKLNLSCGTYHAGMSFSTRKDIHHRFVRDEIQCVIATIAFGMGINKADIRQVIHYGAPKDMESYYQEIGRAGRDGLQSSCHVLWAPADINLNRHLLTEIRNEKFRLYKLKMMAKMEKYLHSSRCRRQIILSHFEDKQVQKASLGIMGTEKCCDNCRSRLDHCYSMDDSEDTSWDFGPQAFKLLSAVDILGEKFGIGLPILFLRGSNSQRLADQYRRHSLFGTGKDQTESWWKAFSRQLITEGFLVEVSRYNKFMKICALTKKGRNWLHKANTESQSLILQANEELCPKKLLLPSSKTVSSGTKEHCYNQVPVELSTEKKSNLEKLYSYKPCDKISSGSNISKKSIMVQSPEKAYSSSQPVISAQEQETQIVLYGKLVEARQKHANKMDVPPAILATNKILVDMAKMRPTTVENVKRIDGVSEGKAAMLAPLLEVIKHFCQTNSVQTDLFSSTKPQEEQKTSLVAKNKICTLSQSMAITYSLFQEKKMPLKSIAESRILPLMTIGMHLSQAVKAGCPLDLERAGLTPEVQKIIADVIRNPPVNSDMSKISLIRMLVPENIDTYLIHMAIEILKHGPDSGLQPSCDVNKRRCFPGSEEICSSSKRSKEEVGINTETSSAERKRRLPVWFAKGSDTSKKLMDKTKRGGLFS
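Enzyme (20 nM final) and test compound sit together 15 min at room temperature before substrate addition. Substrate is a single-forked duplex oligonucleotide (100 nM) labelled with fluorophore and quencher, with 2 mM ATP; helicase unwinding raises red fluorescence, read kinetically.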
PLK1 PBD inh – blocks phosphopeptide binding to human PLK1 polo-box domain | P53350 | 360,000 tested, 2.8% active | Potency, µM, for the others: max response, negative = inhibition, hits mostly inhibitors | Plk1 PBD binding of FITC phosphopeptide, fluorescence polarization; further: potency means the concentration at half of the fitted maximal effect; series mostly up to about 57 µM; on the % scale 0 is the no-effect control and ±100 the full control effect; nearly all actives have a fitted effect of over 65% in size
FUS suppressor – suppressors of FUS proteinopathy in yeast; S. cerevisiae FUS-expressing, growth rescue, OD600, 24 h; Potency, µM (highest dose often 76.6 µM), inactives show at the top dose growth rescue (activation), usual class: activators; 390,000 tested, 0.24% active; AID 1347120;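 further: potency means the concentration at half of the fitted maximal effect; plate controls were DMSO vehicle for no effect and reference control for full effect; nearly all actives have a fitted effect of over 55% in size; some results filed as inactive show a strong effect at the top dose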
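S. cerevisiae expressing FUS from galactose induction served as the toxicity model. Growth after 24hr at 30C, read as absorbance at 600 nm, indicates suppression of toxicity; compounds dosed at several concentrations.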
EPAC1 ag – EPAC1 (human) agonism. EPAC1 agonist qHTS, biochemical assay; response scale: 100% = response to 6.5 mM cAMP. O95398. Potency, µM (top dose mostly 154 µM), without a hit: top-dose activation, usual class: activators. 360,000 tested, 0.073% active; further: potency means the concentration at half of the fitted maximal effect; nearly all actives have a fitted effect of over 60% in size
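Read-out is the fluorescence drop as BODIPY-GDP leaves Rap1B (480 nm excitation, 540 nm emission), recorded every 5 minutes over 30 minutes. Reactions held 100 nM EPAC1, 250 nM Rap1B–BODIPY-GDP and 50 uM GDP, with 6.5 mM cAMP setting full activation.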
PI5P4K alpha inh – PI5P4K alpha (human) kinase inhibition | max response, % | AID 652105 | PI5P4Kalpha enzyme, ADP-Glo luminescence, 60 min; hits give low values | 330,000 tested, 1.2% active | P48426; active means max response of -50% or lower; inconclusive means between -30% and -50%; inactive means -30% or higher; further: value at the top dose of about 77 µM; on the % scale 0 is the no-effect control and ±100 the full control effect
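Enzyme plus substrate dispensed, test compounds pinned in, then ATP (5 microM final) added. After 60 min at RT, ADP-Glo reagent 1 for 45 min and reagent 2 for 30 min preceded luminescence imaging.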
Starred values were filed as active, the others as inactive; [ ] = remark or other dose. Unless noted, the call rests on the fitted dose curve; in most records, active means well fitted curve in the direction sought with a large enough effect; inconclusive means small, poorly fitted or top-dose-only effect, or another doubt; inactive means no such curve, though single readings can be large; an effect the other way counts as inactive or inconclusive.

`N#CC(C(=O)c1ccco1)c1ccccn1` (stereo not drawn) gave EPAC1 antag -1%, Abeta yeast res -1%, IL2 activator 0.2, aSyn yeast inh -8%, WRN helicase inh -16%, PLK1 PBD inh -4%, FUS suppressor -8% and EPAC1 ag 5%.
Screening Cc1ccc2nc3c(c(Nc4cccc(O)c4)c2c1)CCC3 returned EPAC1 antag -1%, Abeta yeast res 11%, IL2 activator -1.1, aSyn yeast inh -2%, WRN helicase inh 8%[57.1 µM], PLK1 PBD inh 4%, FUS suppressor 7%, EPAC1 ag -9% and PI5P4K alpha inh -3.
`CC(C)NC(=O)CSc1nnc(-c2ccc(S(=O)(=O)N3CCCC3)cc2)n1CC1CCCO1` (stereo not drawn) gave EPAC1 antag 5%, Abeta yeast res 7%, IL2 activator -1.7, aSyn yeast inh -6%, WRN helicase inh 4%, PLK1 PBD inh -1%, FUS suppressor 5%, EPAC1 ag -5% and PI5P4K alpha inh 0.
`CC1CCCC(C)N1CCCNC(=O)c1cc2c(s1)-c1ccccc1OC2` (stereo not drawn) gave EPAC1 antag 15%, Abeta yeast res -4%, IL2 activator -2.5, aSyn yeast inh 1%, WRN helicase inh 15%, PLK1 PBD inh -3%, FUS suppressor 8%, EPAC1 ag -8% and PI5P4K alpha inh 4.
`CCOC(=O)c1c(C)oc2ccc(OCC(=O)C(C)(C)C)cc12` gave EPAC1 antag -16%, Abeta yeast res -21%, IL2 activator -0.2, aSyn yeast inh -1%, WRN helicase inh -19%, PLK1 PBD inh -1%, FUS suppressor 12%, EPAC1 ag 11% and PI5P4K alpha inh -1.
Screening Cc1cc(Cl)ccc1NNC(=O)c1cccs1 returned EPAC1 antag -14%, Abeta yeast res 17%, IL2 activator 0.6, aSyn yeast inh 2%, WRN helicase inh -11%, PLK1 PBD inh -27%, FUS suppressor 12%, EPAC1 ag -3% and PI5P4K alpha inh 3.
For Cc1cc(C(=O)N/N=C/c2ccccc2[N+](=O)[O-])c(C)o1 the results were EPAC1 antag -27%, Abeta yeast res 8%, IL2 activator 0.5, aSyn yeast inh -11%, WRN helicase inh -4%, PLK1 PBD inh -22%, FUS suppressor 9%, EPAC1 ag 12% and PI5P4K alpha inh -10.
`CCOC(=O)C(NC(=O)c1cccnc1)(Nc1cccc(C)n1)C(F)(F)F` (stereo not drawn) gave EPAC1 antag -11%, Abeta yeast res inconclusive, IL2 activator 0.0, aSyn yeast inh -2%, WRN helicase inh -3%, PLK1 PBD inh -6%, FUS suppressor -8%, EPAC1 ag 6% and PI5P4K alpha inh -2.
For COc1ccc(C(=O)NCC(=O)OCC(=O)NCc2cccs2)cc1 the results were EPAC1 antag -13%, Abeta yeast res -6%, IL2 activator 0.7, aSyn yeast inh 2%, WRN helicase inh 6%, PLK1 PBD inh 0%, FUS suppressor -47%, EPAC1 ag -9% and PI5P4K alpha inh -12.
Cn1ccnc1SCC(=O)NC1CC1 was read as EPAC1 antag -3%, Abeta yeast res 10%[9.22 µM], IL2 activator -3.4, aSyn yeast inh -7%, WRN helicase inh -2%, PLK1 PBD inh -1%, FUS suppressor -56%, EPAC1 ag -6% and PI5P4K alpha inh -7.
For CCOC(=O)CN1C(=O)S/C(=C/c2ccc(C)o2)C1=O the results were EPAC1 antag -13%, Abeta yeast res 0%, IL2 activator -0.9, aSyn yeast inh 4%, WRN helicase inh 0%, PLK1 PBD inh 11%, FUS suppressor 19%, EPAC1 ag 0% and PI5P4K alpha inh -2.
Screening COCc1cc(C)nc(SCc2ccc(F)cc2)c1C#N returned EPAC1 antag -16%, Abeta yeast res -4%, IL2 activator -0.6, aSyn yeast inh 11%, WRN helicase inh -1%, PLK1 PBD inh 24µM*, FUS suppressor 9%, EPAC1 ag -4% and PI5P4K alpha inh -2.
For Cc1ccc(S(=O)(=O)N2CCCC(C(=O)NCCc3ccc(Cl)cc3)C2)cc1 (stereo not drawn) the results were EPAC1 antag -2%, Abeta yeast res 9%, IL2 activator -0.2, aSyn yeast inh 4%, WRN helicase inh -2%, PLK1 PBD inh -5%, FUS suppressor -7%, EPAC1 ag 4% and PI5P4K alpha inh 1.
`Cc1ccsc1CN(C)C(=O)c1ccc(Oc2ccccc2)cc1` gave EPAC1 antag inconclusive, Abeta yeast res 3%, IL2 activator -0.5, aSyn yeast inh 13%, WRN helicase inh -6%[57.1 µM], PLK1 PBD inh 0%, FUS suppressor 24%, EPAC1 ag 5% and PI5P4K alpha inh 3.
For Nc1nc(SCC(=O)O)[nH]c(=O)c1NC(=O)c1ccccc1F the results were EPAC1 antag 17%, Abeta yeast res -9%, IL2 activator -0.3, aSyn yeast inh 5%, WRN helicase inh -3%, PLK1 PBD inh -4%, FUS suppressor 1%, EPAC1 ag 5% and PI5P4K alpha inh 1.
Screening COc1ccccc1CNC(=O)Cc1ccc(C)cc1 returned EPAC1 antag -13%, Abeta yeast res 3%, IL2 activator 0.1, aSyn yeast inh 8%, WRN helicase inh -9%, PLK1 PBD inh 4%, FUS suppressor -19%, EPAC1 ag 7% and PI5P4K alpha inh 3.
For Cc1ccc(NC(=O)CSC2=Nc3ccccc3C3CC=NN23)c(C)c1 (stereo not drawn) the results were EPAC1 antag -23%, Abeta yeast res 4%, IL2 activator -0.2, aSyn yeast inh 0%, WRN helicase inh -18%, PLK1 PBD inh 0%, EPAC1 ag -6% and PI5P4K alpha inh -4.
CCOC(=O)C1=C(C)N(C[C@@H]2CC[C@@H](Cc3ccc(-c4ccccc4)cc3)O2)C(=O)NC1c1ccc(SCc2ccco2)c([N+](=O)[O-])c1 (stereo partly drawn) was read as EPAC1 antag inconclusive, Abeta yeast res -14%, IL2 activator -0.7, aSyn yeast inh -5%, WRN helicase inh inconclusive, PLK1 PBD inh inconclusive, FUS suppressor inconclusive, EPAC1 ag 5% and PI5P4K alpha inh -70*.
For COc1ccc(N2C(=O)CSC23C(=O)N2CCCc4cccc3c42)cc1 (stereo not drawn) the results were EPAC1 antag 4%, Abeta yeast res 6%, IL2 activator -0.8, aSyn yeast inh -7%, WRN helicase inh 3%, PLK1 PBD inh -2%, FUS suppressor 13% and EPAC1 ag -1%.
Screening CCOC(=O)c1sc(-c2ccc(F)cc2)cc1N returned EPAC1 antag -8%, Abeta yeast res -1%, IL2 activator -2.9, aSyn yeast inh -15%, WRN helicase inh -9%, PLK1 PBD inh -11%, FUS suppressor 29% and EPAC1 ag 12%.
`O=C(Nc1ccccc1F)C1CCCN1S(=O)(=O)c1ccc(Cl)cc1` (stereo not drawn) gave EPAC1 antag -23%, Abeta yeast res -6%, IL2 activator 0.4, aSyn yeast inh -4%, WRN helicase inh -7%, PLK1 PBD inh -12%, FUS suppressor -12%, EPAC1 ag 1% and PI5P4K alpha inh 6.
Screening CCCCN1C(=O)CC(Nc2ccc(CC)cc2)C1=O (stereo not drawn) returned EPAC1 antag -11%, Abeta yeast res 5%, IL2 activator -0.2, aSyn yeast inh 2%, WRN helicase inh -9%, PLK1 PBD inh -4%, FUS suppressor -4% and EPAC1 ag 4%.
`COC(=O)COc1cc(=O)oc2ccc(NS(=O)(=O)c3ccccc3)cc12` gave EPAC1 antag -10%, Abeta yeast res 3%, IL2 activator -0.6, aSyn yeast inh -2%, WRN helicase inh -8%, PLK1 PBD inh -8%, FUS suppressor -16%, EPAC1 ag -2% and PI5P4K alpha inh 0.
O=C(COC(=O)CNS(=O)(=O)/C=C/c1ccccc1)Nc1cc(S(=O)(=O)N2CCCCC2)ccc1Cl was read as EPAC1 antag -6%, Abeta yeast res -9%, IL2 activator -0.1, aSyn yeast inh 1%, WRN helicase inh -5%, PLK1 PBD inh -9%, FUS suppressor 16%, EPAC1 ag -5% and PI5P4K alpha inh -8.
For O=C(CN1CCc2ccccc21)Nc1ccc2c(c1)OCO2 the results were EPAC1 antag -7%, Abeta yeast res 6%, IL2 activator -0.3, aSyn yeast inh -2%, WRN helicase inh -14%, PLK1 PBD inh inconclusive, FUS suppressor 39%, EPAC1 ag 0% and PI5P4K alpha inh -16.
O=C(COc1ccccc1Cl)Nc1cc(Cl)ccc1Oc1ccccc1 was read as EPAC1 antag -7%, Abeta yeast res 4%, IL2 activator -0.4, aSyn yeast inh 8%, WRN helicase inh -2%, PLK1 PBD inh -2%, FUS suppressor 2%, EPAC1 ag 0% and PI5P4K alpha inh 15.
Cc1ccc(C2NC(=S)NC3=C2C(=O)CC(C)(C)C3)cc1 (stereo not drawn) was read as EPAC1 antag 12%, Abeta yeast res 25%, IL2 activator -1.7, aSyn yeast inh 1%, WRN helicase inh 1%, PLK1 PBD inh -8%, FUS suppressor -7%, EPAC1 ag 10% and PI5P4K alpha inh 5.
For C=CCC[C@@H](CCCCC)OC(=O)/C=C/[C@H](O)[C@@H](O)C[C@@H](O)CC=C the results were EPAC1 antag -23%, Abeta yeast res 8%, IL2 activator 1.2, aSyn yeast inh inconclusive, WRN helicase inh -4%, PLK1 PBD inh 8%, FUS suppressor 33%, EPAC1 ag -27% and PI5P4K alpha inh 23.
`COC(=O)CSC1=C(C#N)C(c2ccccc2F)CC(=O)N1` (stereo not drawn) gave EPAC1 antag -2%, Abeta yeast res 25%, IL2 activator 1.4, aSyn yeast inh -8%, WRN helicase inh 9%, PLK1 PBD inh -17%, FUS suppressor -28%, EPAC1 ag -7% and PI5P4K alpha inh -4.

Filtered by structure, the compounds so far with two or more sulfur atoms (two)
`CC(C)NC(=O)CSc1nnc(-c2ccc(S(=O)(=O)N3CCCC3)cc2)n1CC1CCCO1` (stereo not drawn) gave EPAC1 antag 5%, Abeta yeast res 7%, IL2 activator -1.7, aSyn yeast inh -6%, WRN helicase inh 4%, PLK1 PBD inh -1%, FUS suppressor 5%, EPAC1 ag -5% and PI5P4K alpha inh 0.
O=C(COC(=O)CNS(=O)(=O)/C=C/c1ccccc1)Nc1cc(S(=O)(=O)N2CCCCC2)ccc1Cl was read as EPAC1 antag -6%, Abeta yeast res -9%, IL2 activator -0.1, aSyn yeast inh 1%, WRN helicase inh -5%, PLK1 PBD inh -9%, FUS suppressor 16%, EPAC1 ag -5% and PI5P4K alpha inh -8.

Source: PubChem BioAssay
